M1 ag parental – nonselective activator or artifact in parental CHO-K1 cells | activation, % at 3 µM | 360,000 compounds, 0.48% hits | Fluo-8 calcium fluorescence; scaled to maximal ATP response, vehicle zero; in the data active = activation above about 15%;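 also: untransfected CHO-K1 host cells lacking M1 receptor as counterscreen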
CHO-K1 Ca antag – nonselective inhibitor or artifact in parental CHO-K1 cells; ATP-induced calcium, Fluo-8 fluorescence; inhibition, % at 3 µM; 360,000 compounds, 0.6% hits;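 active = inhibition above a per-plate cutoff, the plate's mean sample inhibition plus 3 SD, cut at about 24% in these data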;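 also: 0% = DMSO plus EC80 ATP and 100% = DMSO alone without ATP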
CHO parental Ca – signal in parental CHO cells, OX1R antagonist counter-screen | inhibition, % at 5.6 µM | parental CHO-K1, ATP-induced calcium, Fluo-8 fluorescence | AID 463079 | 330,000 compounds, 0.63% hits;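 active = inhibition above that plate's mean sample inhibition plus 3 SD, cut at about 26% in these data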;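 also: 0% = ATP-challenged DMSO wells and 100% = DMSO wells without ATP; some compounds past the cut are filed as inactive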
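Material: parental CHO cells / Compound: single nominal dose of 5.6 µM per compound / Signal: Fluo-8 fluorescence / Replicates: singlicate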
M1 PAM parental – nonselective activator or artifact in parental CHO-K1 calcium assay | ATP EC20, Fluo-8 calcium fluorescence; 0% at ATP EC20, 100% at ATP max | activation, % at 3 µM | 360,000 compounds, 0.02% hits;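 active = activation above the run cutoff, the mean activation of all test compounds plus 3 SD, cut at about 40% in these data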;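 also: peak over basal fluorescence ratio in a 140 s read after ATP addition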
M1 antag – human CHRM1 antagonism. P11229. CHO-K1 hM1, Fluo-8 calcium fluorescence, ACh EC80 antagonist. inhibition, % at 3 µM. 360,000 compounds, 1.3% hits;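 active = percent inhibition above its own plate's cutoff, namely the mean of that plate's compound wells plus 3 SD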;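 also: peak over basal fluorescence ratio during 140 s after agonist addition; 0% = ACh EC80 plus DMSO and 100% = DMSO alone without agonist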
OXTR potentiate – potentiators of human oxytocin receptor; AID 2445; CHO-OTR cells, Fluo-8 calcium fluorescence, potentiator mode; 0% = oxytocin EC15, 100% = EC100; P30559; activation, % at 3 µM; 320,000 compounds, 0.061% hits;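 active = activation above that plate's cutoff, the mean activation of tested compounds plus 3 SD, cut at about 6.6% in these data, passing the limit was not always enough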;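 also: 100% uses oxytocin at 75 nM as the full agonist control; some results filed as inactive read as strong as hits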
Target sequence (P30559 whole entry, looked up): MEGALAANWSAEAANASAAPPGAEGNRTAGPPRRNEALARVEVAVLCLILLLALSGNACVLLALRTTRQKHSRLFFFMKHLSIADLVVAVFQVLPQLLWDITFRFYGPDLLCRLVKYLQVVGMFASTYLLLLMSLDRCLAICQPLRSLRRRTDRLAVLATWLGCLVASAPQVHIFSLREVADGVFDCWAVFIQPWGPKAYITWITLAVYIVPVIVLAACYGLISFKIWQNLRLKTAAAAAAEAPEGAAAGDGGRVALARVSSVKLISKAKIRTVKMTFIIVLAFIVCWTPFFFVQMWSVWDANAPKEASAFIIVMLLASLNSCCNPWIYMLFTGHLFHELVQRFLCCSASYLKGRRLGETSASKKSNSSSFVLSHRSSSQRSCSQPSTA
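Material: CHO-OTR cells, human receptor; compound dosing: single dose, 3.0 µM nominal final compound concentration; schedule: 6 min compound pre-incubation at room temperature, 100 s kinetic read; measured by: kinetic Fluo-8 calcium fluorescence; read-out basis: % activation vs EC15 and EC100 oxytocin; controls: EC15 oxytocin alone as 0%, 75 nM oxytocin as 100%; replicates: singlicate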
TAAR1 ag – agonists of human TAAR1; Q96RJ0; CHO RD-HGA16 TAAR1, Fluo-8 calcium fluorescence; vehicle wells 0%, saturating PEA agonist 100%; activation, % at 3 µM; 360,000 compounds, 0.99% hits;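 active = activation above the mean activation of all test compounds in the run plus 3 SD, cut at about 38% in these data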
Target sequence (Q96RJ0 whole entry, looked up): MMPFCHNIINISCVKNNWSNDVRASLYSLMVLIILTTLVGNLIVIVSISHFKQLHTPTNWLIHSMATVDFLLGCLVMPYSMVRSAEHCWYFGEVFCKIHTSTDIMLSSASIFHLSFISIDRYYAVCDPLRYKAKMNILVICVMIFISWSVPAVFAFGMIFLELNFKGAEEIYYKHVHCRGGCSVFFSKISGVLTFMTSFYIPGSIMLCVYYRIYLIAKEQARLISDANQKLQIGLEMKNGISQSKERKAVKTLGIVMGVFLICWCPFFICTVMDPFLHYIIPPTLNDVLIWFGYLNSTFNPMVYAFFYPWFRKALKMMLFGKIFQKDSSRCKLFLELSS
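System: CHO RD-HGA16 cells carrying human TAAR1 plus Gα16; Incubation: 17-24 h seeding, 75 min 37 °C dye, 30 min RT; Measured by: Fluo-8 fluorescence, 5 s baseline then 140 s kinetic read; Control set: DMSO and PEA EC100; Replication: single well for each compound.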
CHRM1 agonist – human M1 muscarinic receptor agonism; CHO-K1 hM1, Fluo-8 calcium fluorescence, agonist mode; 0% DMSO, 100% acetylcholine EC100; 360,000 compounds, 0.33% hits; activation, % at 3 µM; P11229;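 active = activation above the run's mean compound activation plus 3 SD, cut at about 16% in these data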;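 also: peak over basal fluorescence ratio within a 140 s kinetic read after compound addition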
TAAR1 antag – human TAAR1 antagonism. Q96RJ0. CHO RD-HGA16 TAAR1, Fluo-8 calcium fluorescence, antagonist. inhibition, % at 3 µM. 360,000 compounds, 1.5% hits;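 active = inhibition above a per-plate cutoff, the mean inhibition of test compounds on that plate plus 3 SD, cut at about 49% in these data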;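 also: 0% = DMSO plus EC80 beta-PEA response and 100% = DMSO alone without agonist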
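Test system – hTAAR1-expressing CHO RD-HGA16 cells, Gα16-coupled · Reagent – β-PEA at EC80 concentration, post-compound challenge · Compound dosing – 3 µM, single point · Timing – 140 s kinetic read after compound, 140 s after agonist · Detection – Fluo-8 intracellular calcium dye fluorescence, real-time kinetic reads · Control set – DMSO and EC80 PEA controls · Repeats – n of 1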
An asterisk follows results filed as active; . = not tested or not shown.

canonical_smiles | M1 ag parental | CHO-K1 Ca antag | CHO parental Ca | M1 PAM parental | M1 antag | OXTR potentiate | TAAR1 ag | CHRM1 agonist | TAAR1 antag
COc1ccccc1NC(=O)CNS(=O)(=O)c1ccccc1 | 0.1 | -21 | 9 | 14 | -5 | 4 | 11 | -4 | 12
O=C(c1cc(-c2cccc(Cl)c2)on1)N1CCOCC1 | 0.3 | -7 | 2 | 2 | -13 | -2 | -1 | 2 | -11
CSCCC(NC(=O)c1ccco1)C(=O)N(C)CC(=O)Nc1c(Cl)cccc1Cl (stereo not given) | 1.4 | -5 | 12 | 11 | -12 | -8 | 0 | -1 | -16
Cc1cc(Br)ccc1OCCNCc1ccccc1 | 2.2 | 9 | -33 | -2 | 16 | 4 | 28 | -10 | -8
O=C(CSc1ccc(-c2ccccc2)nn1)Nc1ccc2c(c1)OCCO2 | 1.9 | 2 | 3 | 8 | -7 | 4 | 5 | -9 | 0
O=c1c(F)cn(C2CCCO2)c(=O)n1Cc1c(Cl)cccc1Cl (stereo not given) | -0.1 | -30 | 0 | 15 | -10 | -8 | 4 | -12 | 6
CC(=O)Nc1cc(C(=O)N2CCCC2)ccc1S(=O)(=O)c1ccc(C)cc1 | -0.3 | 12 | 3 | -4 | -12 | -4 | -2 | -1 | -33
Cc1ccc(C)c(C(=O)COC(=O)CCCC(=O)Nc2cc(C(F)(F)F)ccc2Cl)c1 | -0.5 | -13 | -26 | 20 | -9 | -6 | 4 | -7 | 23
CC(=O)Nc1cc(-n2cnnn2)ccc1C | -0.2 | 11 | -9 | -6 | -7 | -6 | 2 | -8 | 9
O=C1c2ccccc2-c2c1cccc2C(=O)N1CCN(C(=O)c2ccco2)CC1 | 1.7 | -6 | -10 | 11 | -2 | 0 | 4 | -4 | 18
c1ccc2c(N3CCOCC3)c3c(nc2c1)CCC3 | 0.5 | -5 | -5 | 14 | -6 | -8 | 3 | -8 | -3
CCN=C1SC(CC(=O)NC(N)=O)C(=O)N1CC (stereo not given) | 0.3 | -6 | 3 | 15 | -12 | -3 | 11 | -2 | 10
CNC(=O)COc1ccc(S(=O)(=O)Nc2ccc(OC)cc2)cc1 | -0.1 | 9 | -10 | -11 | 5 | -4 | 6 | -2 | 13
O=C(c1ccc(Sc2ccccc2)c([N+](=O)[O-])c1)N1CCOCC1 | 6.5 | 2 | -10 | 6 | -6 | -9 | 3 | -5 | -22
COCCNc1oc(-c2ccco2)nc1S(=O)(=O)c1ccccc1 | 0.1 | -2 | -7 | 5 | -7 | -12 | . | -3 | .
Cc1ccc(C(CNC(=O)Nc2cccc(C)c2)N2CCN(C)CC2)cc1 (stereo not given) | 0.2 | 4 | -32 | -9 | -6 | -6 | 4 | -3 | 0
CCn1nnnc1SCC(=O)N1CCCc2ccccc21 | -0.1 | 0 | -6 | 4 | -1 | 0 | 4 | -4 | -18
COc1cc(-c2nnc(SCC3(c4ccccc4)OCCO3)o2)cc(OC)c1OC | 2.7 | -10 | -31 | 2 | -9 | -7 | -1 | 0 | 5
CC1(C(=O)NS(=O)(=O)c2ccc(Cl)s2)CCN1C(=O)C1CCCCC1 (stereo not given) | -0.1 | -12 | . | 6 | -6 | . | 0 | -3 | 2
c1ccc(CCNc2ccccn2)nc1 | -0.6 | 12 | . | -17 | -14 | . | 9 | -5 | -20
CC(NC(=O)c1ccc(F)cc1)c1ccc(F)cc1 (stereo not given) | 1.1 | -13 | -7 | 28 | -13 | 8 | 1 | -8 | 11
O=C(COC(=O)c1ccc(O)cc1O)N=c1sccn1Cc1ccccc1Cl | 2.0 | 0 | 18 | -6 | -5 | -16 | 4 | 4 | 6
C/C(=N\NC(=O)c1nnn(-c2nonc2N)c1CSc1ccccc1)c1ccco1 | 1.1 | -5 | -10 | -6 | 0 | -12 | 9 | -1 | 5
O=C1CN(C(=O)CNC(=O)c2ccc(Cl)cc2Cl)CCN1 | 1.0 | -14 | 8 | -11 | -5 | -7 | 3 | -3 | -4
NC(COCc1ccccc1)c1csc(Nc2cc(Oc3ccccc3)ncn2)n1 (stereo not given) | 2.6 | -4 | . | 18 | 10 | . | 24 | -5 | 29

Reformatted with values under each structure: part of the list above
Order of results: M1 ag parental	CHO-K1 Ca antag	CHO parental Ca	M1 PAM parental	M1 antag	OXTR potentiate	TAAR1 ag	CHRM1 agonist	TAAR1 antag
O=C1c2ccccc2-c2c1cccc2C(=O)N1CCN(C(=O)c2ccco2)CC1
 : 1.7	-6	-10	11	-2	0	4	-4	18
c1ccc2c(N3CCOCC3)c3c(nc2c1)CCC3
 : 0.5	-5	-5	14	-6	-8	3	-8	-3
CCN=C1SC(CC(=O)NC(N)=O)C(=O)N1CC (stereo not given)
 : 0.3	-6	3	15	-12	-3	11	-2	10
CNC(=O)COc1ccc(S(=O)(=O)Nc2ccc(OC)cc2)cc1
 : -0.1	9	-10	-11	5	-4	6	-2	13
O=C(c1ccc(Sc2ccccc2)c([N+](=O)[O-])c1)N1CCOCC1
 : 6.5	2	-10	6	-6	-9	3	-5	-22
COCCNc1oc(-c2ccco2)nc1S(=O)(=O)c1ccccc1
 : 0.1	-2	-7	5	-7	-12	.	-3	.
Cc1ccc(C(CNC(=O)Nc2cccc(C)c2)N2CCN(C)CC2)cc1 (stereo not given)
 : 0.2	4	-32	-9	-6	-6	4	-3	0
CCn1nnnc1SCC(=O)N1CCCc2ccccc21
 : -0.1	0	-6	4	-1	0	4	-4	-18

Remaining list, next part
canonical_smiles | M1 ag parental | CHO-K1 Ca antag | CHO parental Ca | M1 PAM parental | M1 antag | OXTR potentiate | TAAR1 ag | CHRM1 agonist | TAAR1 antag
O=C(Nc1nc2ccccc2n1CCN1CCCCC1)C1CCCCC1 | -0.5 | 8 | -11 | -7 | 13 | -9 | 4 | -5 | -9
CC1CCCC(C)N1CCCNC(=O)Cn1c(=O)c2cccn2c2cccnc21 (stereo not given) | 1.6 | -18 | -5 | 14 | -3 | -9 | 1 | -5 | 2
O=C(NCc1ccco1)c1ccc(-c2ccccc2Cl)o1 | 0.8 | -10 | 1 | 14 | -51 | 7 | 16 | -2 | -10
CC(=O)N(CCC(Cc1ccccc1)c1ccc2c(c1)OCO2)Cc1ccc(Cl)cc1 (stereo not given) | 2.2 | -10 | -32 | 19 | 3 | -10 | 8 | -5 | 39
Cc1cc(C)cc(C(=O)NCC(=O)NCc2ccc(S(N)(=O)=O)cc2)c1 | 2.6 | -11 | . | 15 | -14 | . | 0 | -4 | 10
CN(C)c1ccc(C=NCCC2(c3ccccc3)CCOC(C)(C)C2)cc1 (stereo not given) | 1.2 | -9 | -7 | 17 | -18 | -3 | 2 | -4 | -6
CC(NC(=O)C1CCN(C(=O)c2cccs2)CC1)c1ccc(S(N)(=O)=O)cc1 (stereo not given) | 0.1 | -7 | -3 | -12 | -8 | -5 | 12 | -8 | -3
O=C(COc1ccc2ccccc2c1)Nc1cccc2cccnc12 | 0.3 | -8 | -23 | 26 | -9 | -11 | 13 | -3 | 25
O=S(=O)(/N=C(/c1ccc(Cl)cc1)N1CCOCC1)c1ccc(Cl)cc1 | 0.4 | -4 | -22 | 10 | -11 | -3 | 1 | -4 | 4
CCSc1ncc(CO)c(N)n1 | 0.4 | -5 | 4 | -1 | -17 | 1 | -2 | 3 | -7
CC(=O)c1cc(C(=O)N2CCCC(C(=O)c3ccc(Cl)cc3)C2)cs1 (stereo not given) | 2.7 | 4 | -14 | -3 | -13 | -14 | -2 | -3 | 0
CC(C)(C)NC(=O)CSc1nc2ccc(NC(=O)CSc3nnnn3Cc3ccccc3)cc2s1 | 5.9 | 16 | 37* | 12 | 19* | -19 | 15 | 3 | 49*
CCOc1ccc(S(=O)(=O)N2CCC(C(=O)NCc3ccco3)CC2)cc1C | -1.3 | -7 | -16 | -10 | -6 | -3 | 17 | -7 | -8
Clc1ccc(N=NN2CCOCC2)cc1 | 0.4 | 10 | 1 | -25 | -4 | -5 | 1 | 0 | -18
COc1ccc(S(N)(=O)=O)cc1C(=O)OCC(=O)Nc1ncc(Cl)c(C)c1Cl | 0.1 | -5 | -18 | -8 | -3 | 3 | 0 | -4 | 17
COc1ccc(NC(=O)CC2(CC(=O)N3CCOCC3)CCCC2)cc1Cl | 0.1 | 17 | -20 | -19 | 56* | 2 | 1 | -8 | -13
O=S(=O)(NC1CC1)c1ccc(Cl)cc1F | 1.0 | -20 | -12 | 17 | -21 | 4 | 8 | -2 | -9
Cc1cc2cc(CNC(=O)CCC(=O)O)ccc2n1C | 1.1 | 3 | -2 | -6 | 0 | -2 | 0 | -6 | -4
CC1CC(C)CN(S(=O)(=O)c2ccc(C(=O)NCCCn3ccnc3)cc2)C1 (stereo not given) | -0.3 | 18 | -8 | -7 | -9 | 1 | . | -7 | .
COc1ccc(Br)cc1/C=N/NC(=O)C(c1ccncc1)N1CCOCC1 (stereo not given) | 0.4 | -11 | -6 | 20 | 6 | 3 | 4 | -7 | -4
Cc1ccc(C)c(N2CCN(C(=O)CCC(=O)Nc3nnc(C(F)(F)F)s3)CC2)c1 | 2.3 | -9 | -15 | 3 | -2 | -4 | -1 | -3 | -12
COc1ccc(C2C(C(N)=O)=C(C)Nc3nc(CCCO)nn32)cc1 (stereo not given) | 0.3 | -11 | 6 | 18 | 1 | -17 | 0 | -4 | 10
COc1cccc(NC(=O)Cn2c(-c3cncs3)nc3ccccc32)c1 | 0.5 | -11 | -2 | 18 | -14 | 0 | 1 | -1 | 2
COc1cc(OC)c(C(=O)NNC(=S)NC2CCCCC2)cc1OC | 0.9 | -11 | -11 | 16 | -5 | 2 | 0 | -3 | 0
CC1=CC(C)C(/C=N/n2cnnc2)C(C)C1 (stereo not given) | -0.1 | -9 | -8 | 15 | -4 | 0 | 15 | -4 | 5

Next section
Short keys: A = M1 ag parental; B = CHO-K1 Ca antag; C = CHO parental Ca; D = M1 PAM parental; E = M1 antag; F = OXTR potentiate; G = TAAR1 ag; H = CHRM1 agonist; I = TAAR1 antag
Structure: CCOc1ccc(S(=O)(=O)N(CC)CC(=O)NC2CC2)cc1
  A: 1.4 | B: -7 | C: -8 | D: 19 | E: -10 | F: -10 | G: 0 | H: -3 | I: -39
Structure: Cc1ccc(C(=O)NNC2=Nc3cc([N+](=O)[O-])ccc3OC2)cc1
  A: 0.2 | B: 19 | C: -1 | D: -23 | E: -5 | F: -3 | G: 2 | H: -1 | I: -22
Structure: O=C(O)CC/C(=C\c1cc([N+](=O)[O-])ccc1Cl)c1nc2ccccc2s1
  A: -0.7 | B: -8 | C: -8 | D: 15 | E: -7 | F: -1 | G: -2 | H: -2 | I: -17
Structure: O=C(c1cc(F)ccc1F)C1CCCN(C(=O)c2cccs2)C1 (stereo not given)
  A: -0.2 | B: 6 | C: -9 | D: -3 | E: 0 | F: -5 | G: 6 | H: -14 | I: -3

High-throughput results: PubChem, The Scripps Research Institute Molecular Screening Center
